Pin1 inhibitor: qHTS Assay to Find Inhibitors of Pin1; Pin1 FP peptide displacement, HiFluor488, 10 min; Peptidyl-prolyl cis-trans isomerase NIMA-interacting 1 (Homo sapiens), Q13526; AID 504891, 2011; hit rate 0.009% among 390,000; Potency, µM (top dose mostly 115 µM), for inactives: at the top dose activity, negative = inhibition, most hits filed as inhibitors; active = well fitted inhibition curve with a large enough effect in the polarisation, with a control signal flat, not every such curve was filed as active; inconclusive = small, poorly fitted or top-dose-only effect, or effect the other way, or a change in a side signal; inactive = no such curve, though single readings can be large or run the other way; the % refers to the polarisation; note: % is set by controls: 0 for no effect and ±100 for the full control effect
BAZ2B inh: qHTS Assay for Inhibitors of BAZ2B. Bromodomain adjacent to zinc finger domain protein 2B (Homo sapiens), Q9UIF8. AlphaScreen BAZ2B-H3K14Ac peptide displacement. Potency, µM (series often up to 114 µM), for inactives: top-dose activity change, negative = inhibition, hits mostly inhibitors. hit rate 4.4% among 360,000. AID 504333, 2011; note: % is set by controls: 0 for no effect and ±100 for the full control effect; nearly all actives have a fitted effect of over 60% in size
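In this displacement format the biotinylated H3(5-23) peptide acetylated at Lys14 serves as ligand at 50 nM, with BAZ2B at 50 nM in PBS pH 7.4 containing 0.01% Tween-20. Donor and acceptor beads are 10 ug/mL final.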
HP1b binding inh: HTS for Inhibitors of HP1-beta Chromodomain Interactions with Methylated Histone Tails; Potency, µM (titrated, usually from 114 µM), for inactives: at the highest dose activity change, negative = inhibition, hits mostly inhibitors; hit rate 0.56% among 390,000; AlphaScreen HP1-beta / biotin-H3K9me3 peptide binding; note: nearly all actives have a fitted effect of over 70% in size; inactives centre near 23
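Compound inhibition of the preformed complex between 50 nM HP1-beta and 50 nM biotinylated H3K9me3 peptide was read by AlphaScreen. Buffer was PBS pH 7.4 with 0.01% Tween-20. Incubations ran 30 min at room temperature, with 10 ug/mL donor/acceptor beads.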
Pol iota inh: qHTS for Inhibitors of Polymerase Iota. Pol iota fluorescent replication assay, 10 min. Potency, µM (highest dose often 115 µM), without a hit: at the highest dose activity, negative = inhibition, actives largely listed as inhibitors. DNA polymerase iota (Homo sapiens), Q9UNA4. hit rate 1% among 390,000
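Pol iota at 10 nM preincubated 15 min with compounds at room temperature; reaction started with fluorescent substrate, 50 nM final. Fluorescence read kinetically at 0 and 10 min; buffer-only wells as negative control.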
JMJD2A Tudor: qHTS Assay for Inhibitors of JMJD2A-Tudor Domain; AlphaScreen JMJD2A-Tudor / H3K4me3 peptide binding; Potency, µM (top dose mostly 114 µM), for inactives: top-dose activity change, negative = inhibition, usual class: inhibitors; hit rate 4.4% among 390,000; Lysine-specific demethylase 4A (Homo sapiens), O75164; note: % is set by controls: 0 for no effect and ±100 for the full control effect; nearly all actives have a fitted effect of over 50% in size
GLS inh: qHTS for Inhibitors of Glutaminase (GLS); Glutaminase kidney isoform, mitochondrial (Homo sapiens), O94925; GLS enzymatic activity, qHTS titration; Potency, µM (top dose mostly 45.5 µM), for the others: at the top dose activity change, negative = inhibition, usual class: inhibitors; hit rate 0.21% among 410,000; note: % is set by controls: 0 for no effect and ±100 for the full control effect
Target sequence (O94925 whole entry, looked up, canonical isoform): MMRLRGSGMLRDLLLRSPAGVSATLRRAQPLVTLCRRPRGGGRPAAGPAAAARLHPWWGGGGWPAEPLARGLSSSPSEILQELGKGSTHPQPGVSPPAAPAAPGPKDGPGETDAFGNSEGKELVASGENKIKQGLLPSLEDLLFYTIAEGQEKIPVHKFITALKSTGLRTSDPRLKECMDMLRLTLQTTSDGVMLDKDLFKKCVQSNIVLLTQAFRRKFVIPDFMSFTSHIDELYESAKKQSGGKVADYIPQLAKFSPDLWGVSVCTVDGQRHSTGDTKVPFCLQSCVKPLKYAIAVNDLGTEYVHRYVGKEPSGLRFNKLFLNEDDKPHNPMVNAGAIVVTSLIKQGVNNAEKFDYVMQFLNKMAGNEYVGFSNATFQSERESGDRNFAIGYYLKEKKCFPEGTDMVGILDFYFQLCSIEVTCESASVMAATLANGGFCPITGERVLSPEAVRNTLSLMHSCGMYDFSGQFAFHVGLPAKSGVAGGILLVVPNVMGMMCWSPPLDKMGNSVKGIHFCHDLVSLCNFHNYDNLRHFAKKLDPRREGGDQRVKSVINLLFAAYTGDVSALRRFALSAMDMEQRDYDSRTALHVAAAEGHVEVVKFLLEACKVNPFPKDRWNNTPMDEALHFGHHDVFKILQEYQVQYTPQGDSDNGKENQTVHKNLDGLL
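hKGA; 45 mM KH2PO4 pH 8.2 + 0.02% Tween-20; cpd via pin tool; 1 mM Gln soln; GluOx/HRP/Amplex Red; RT 30 min; fluor. t0 & final.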
BLM inh: qHTS Assay for Inhibitors of Bloom's syndrome helicase (BLM) | RecQ-like DNA helicase BLM (Homo sapiens), P54132 | recombinant BLM DNA unwinding, fluorescence dequenching | Potency, µM (top dose mostly 56.1 µM), for the others: at the highest dose activity change, negative = inhibition, hits mostly inhibitors | hit rate 0.2% among 350,000 | AID 2528, 2010;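 note: plate controls were vehicle for no effect and no enzyme for full effect; nearly all actives have a fitted effect of over 35% in size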
Tb PGK inh: qHTS Assay to Find Inhibitors of Phosphoglycerate Kinase; Phosphoglycerate kinase, glycosomal (Trypanosoma brucei brucei), P07378; PGK/GAPDH coupled, Kinase-Glo luminescence, 60 min; Potency, µM (titrated, usually from 57.5 µM), without a hit: top-dose activity change, negative = inhibition, most hits filed as inhibitors; hit rate 0.043% among 380,000; AID 602233, 2012; note: % is set by controls: 0 for no effect and ±100 for the full control effect; nearly all actives have a fitted effect of over 60% in size
Target sequence (P07378 whole entry, looked up): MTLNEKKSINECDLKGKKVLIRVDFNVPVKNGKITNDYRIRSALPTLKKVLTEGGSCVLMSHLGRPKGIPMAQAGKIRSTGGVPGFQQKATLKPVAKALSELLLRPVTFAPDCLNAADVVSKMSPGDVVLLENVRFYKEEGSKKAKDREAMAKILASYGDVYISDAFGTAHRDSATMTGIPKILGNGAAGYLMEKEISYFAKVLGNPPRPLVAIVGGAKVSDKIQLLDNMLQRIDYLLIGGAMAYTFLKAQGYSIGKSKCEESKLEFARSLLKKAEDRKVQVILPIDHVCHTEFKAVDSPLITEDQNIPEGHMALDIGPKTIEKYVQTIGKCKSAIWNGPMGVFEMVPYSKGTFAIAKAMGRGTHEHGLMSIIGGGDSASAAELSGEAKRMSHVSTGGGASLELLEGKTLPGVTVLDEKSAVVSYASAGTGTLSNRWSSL
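Recombinant glycosomal PGK reaction used 1,3-bisphosphoglycerate generated in-well by GAPDH (100nM final) in 100mM TEA pH 7.6, 5mM MgCl2, 0.01% Tween-20. After 60 minutes at room temperature, ATP was read by Kinase-Glo Plus luminescence end-point.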
G9a block: qHTS Assay for Inhibitors of Histone Lysine Methyltransferase G9a. Histone-lysine N-methyltransferase EHMT2 (Homo sapiens), Q96KQ7. G9a H3K9 monomethylation, AlphaScreen, 2 h. Potency, µM (titrated, usually from 102 µM), for inactives: at the top dose activity, negative = inhibition, hits mostly inhibitors. hit rate 8.8% among 350,000. AID 504332, 2011; note: % is set by controls: 0 for no effect and ±100 for the full control effect; nearly all actives have a fitted effect of over 75% in size
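G9a (20 nM) preincubated 15 min RT with compounds, then 500 nM biotinylated H3K9 peptide and 20 uM SAM added; 2 h RT reaction. Monomethyl-H3K9 product detected by AlphaScreen with anti-H3K9me1 antibody, streptavidin donor and anti-rabbit IgG acceptor beads.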
* hit, by the source's call; [ ] = dose if it differs, or a comment. Unless noted, calls come from the whole dose curve; as a rule, active = well fitted curve in the direction sought with a large enough effect; inconclusive = small, poorly fitted or top-dose-only effect, or another doubt; inactive = no such curve, though single readings can be large; an effect the other way counts as inactive or inconclusive. Potency is the fitted concentration of half-maximal effect.

Results for NC(=O)[C@@H]1CC2(CC(c3cccc(NC(=O)COc4ccc(Cl)cc4)c3)=NO2)CN1C(=O)COc1ccc(Cl)cc1 (some centres not stated) ?
Pin1 inhibitor: 34.3%[activator]; BAZ2B inh: -10.7%; HP1b binding inh: 25.9%; Pol iota inh: -19.0%; JMJD2A Tudor: -19.4%; GLS inh: -2.7%; BLM inh: -9.2%; Tb PGK inh: -2.2%; G9a block: 4.9%[12.7 µM]

Results for CN1CCCC(C#CC(O)(c2ccccc2)c2ccccc2)C1 (configuration not stated) ?
Pin1 inhibitor: -15.1%; BAZ2B inh: -34.9%; HP1b binding inh: -12.6%; Pol iota inh: 10.7%; JMJD2A Tudor: -15.8%; GLS inh: -0.5%; BLM inh: -1.6%; Tb PGK inh: -3.5%; G9a block: 0.4%

Results for Cc1ccc(Cl)cc1N1CCN(S(=O)(=O)c2c(C)[nH]c(=O)[nH]c2=O)CC1 ?
Pin1 inhibitor: -0.5%; BAZ2B inh: 4.3%; HP1b binding inh: 29.7%; Pol iota inh: 22.0%; JMJD2A Tudor: -9.0%; GLS inh: 0.7%; BLM inh: 0.1%; Tb PGK inh: -2.8%; G9a block: 43.6%[12.7 µM]

Results for O=C(NCCOc1ccccc1)c1n[nH]c(=O)c2ccccc12 ?
Pin1 inhibitor: 6.1%; BAZ2B inh: -0.9%; HP1b binding inh: 10.7%; Pol iota inh: 1.5%; JMJD2A Tudor: -12.9%; GLS inh: -13.9%; BLM inh: 1.9%; Tb PGK inh: -4.6%; G9a block: 1.3%[12.7 µM]

How did O=C(O)c1ccccc1C(=O)Nc1n[nH]c(=S)s1 do in these assays?
Pin1 inhibitor: -17.3%; BAZ2B inh: 31.6µM*; HP1b binding inh: 28.2µM*; Pol iota inh: -6.0%; JMJD2A Tudor: 12.6µM*; GLS inh: inconclusive; BLM inh: -5.9%; Tb PGK inh: -0.7%; G9a block: 1.41µM*

How did CSc1nnc(Cn2c(=O)sc3ccccc32)n1-c1ccccc1 do in these assays?
Pin1 inhibitor: -3.9%; BAZ2B inh: 16.3%; HP1b binding inh: 33.7%; Pol iota inh: -14.1%; JMJD2A Tudor: -20.4%; GLS inh: 6.9%; BLM inh: 0.6%; Tb PGK inh: -0.7%; G9a block: inconclusive

How did Cc1c(NC(=S)NC(=O)CSc2ccc(Cl)cc2)cccc1C(=O)O do in these assays?
Pin1 inhibitor: -11.5%; BAZ2B inh: -8.0%; HP1b binding inh: 26.5%; Pol iota inh: 21.6%; JMJD2A Tudor: 0.0%; GLS inh: 2.9%; BLM inh: -5.8%; Tb PGK inh: -2.5%; G9a block: 1.1%

How did CC(=O)N1CCc2cc(S(=O)(=O)CCC(=O)N3CCC(C)CC3)ccc21 do in these assays?
Pin1 inhibitor: -0.5%; BAZ2B inh: 9.6%; HP1b binding inh: 30.8%; Pol iota inh: 48.6%[activator]; JMJD2A Tudor: -18.3%; GLS inh: 0.2%; BLM inh: 1.7%; Tb PGK inh: -0.1%; G9a block: 10.7%

Results for COc1cc2c(cc1N)-c1ccc(N)cc1C2 ?
Pin1 inhibitor: -8.5%; HP1b binding inh: inconclusive; Pol iota inh: -2.7%; JMJD2A Tudor: 14.1µM*; GLS inh: 58.6%[activator]; Tb PGK inh: inactive

How did CSc1nn(Cc2ccc(Br)cc2)c(N(C(C)=O)C(C)=O)c1S(=O)(=O)c1ccccc1 do in these assays?
Pin1 inhibitor: 22.8%; BAZ2B inh: -0.7%; HP1b binding inh: 31.9%; Pol iota inh: 7.7%; JMJD2A Tudor: 2.0%; GLS inh: 23.0%; BLM inh: -9.1%; Tb PGK inh: -1.0%; G9a block: 7.9%[59 µM]

How did Cc1cc(=O)oc2c(C)c(OCC(=O)NCCc3ccc(S(N)(=O)=O)cc3)ccc12 do in these assays?
Pin1 inhibitor: 64.6%[activator]; BAZ2B inh: -12.8%[57.1 µM]; HP1b binding inh: 83.7%[activator]; Pol iota inh: 25.5%; JMJD2A Tudor: -13.5%; GLS inh: 2.1%; BLM inh: 4.0%; Tb PGK inh: inactive; G9a block: -5.5%

Results for O=[N+]([O-])c1ccc(S(=O)(=O)N/N=C/c2ccco2)cc1 ?
Pin1 inhibitor: -5.9%; BAZ2B inh: 0.4%; HP1b binding inh: 9.6%; Pol iota inh: 7.3%; JMJD2A Tudor: -15.7%; GLS inh: 17.3%; BLM inh: -1.0%; G9a block: -31.9%

Results for Cc1nc(C(=O)NNC(=O)c2cccc(Cl)c2)c(C(F)(F)F)o1 ?
Pin1 inhibitor: 5.1%; BAZ2B inh: -2.3%; HP1b binding inh: 35.9%; Pol iota inh: 34.9%[activator]; JMJD2A Tudor: 4.6%; GLS inh: inconclusive; BLM inh: -2.4%; Tb PGK inh: -0.1%; G9a block: inconclusive

What do the screens show for `CC(=O)NS(=O)(=O)c1ccc(N=c2ssc3c2-c2cc(C)ccc2NC3(C)C)cc1`?
Pin1 inhibitor: 0.6%; BAZ2B inh: inconclusive; HP1b binding inh: -10.0%; Pol iota inh: -10.3%; JMJD2A Tudor: inconclusive; GLS inh: 1.7%; BLM inh: -6.5%; Tb PGK inh: inactive; G9a block: inconclusive

Results for CCN1CCN(c2ccc(S(=O)(=O)N3CCCCC3)cc2NC(=O)COc2ccc(Cl)c(C)c2)CC1 ?
Pin1 inhibitor: 19.9%; BAZ2B inh: inconclusive; HP1b binding inh: 10.6%; Pol iota inh: 23.7%; JMJD2A Tudor: inconclusive; GLS inh: -5.3%; BLM inh: -12.0%; Tb PGK inh: inactive; G9a block: 7.5%[12.7 µM]

How did O=C(NC1CCCCC1)C(c1ccccn1)N(C(=O)c1csnn1)C1CCCCC1 (configuration not stated) do in these assays?
Pin1 inhibitor: -3.4%; BAZ2B inh: 1.1%; HP1b binding inh: 4.2%; Pol iota inh: 16.8%; JMJD2A Tudor: -12.7%; GLS inh: -11.8%; BLM inh: -1.3%; Tb PGK inh: -4.6%; G9a block: 22.3%

Results for CCOc1cc(C(=O)N(CC)CC(=O)Nc2c(F)cccc2F)ccc1OCC(=O)N1CCOCC1 ?
Pin1 inhibitor: -0.5%; BAZ2B inh: 2.3%; HP1b binding inh: 27.6%; Pol iota inh: 22.7%; JMJD2A Tudor: -3.4%; GLS inh: -2.7%; Tb PGK inh: inactive; G9a block: -13.7%

Results for CCN(CC)S(=O)(=O)c1ccc(C)c(NC(=O)COC(=O)[C@@H]2CCCN2C(=O)c2cccs2)c1 ?
Pin1 inhibitor: -1.9%; BAZ2B inh: inconclusive; HP1b binding inh: 31.4%; Pol iota inh: 20.6%; JMJD2A Tudor: -14.3%; GLS inh: 1.4%; BLM inh: -3.6%; Tb PGK inh: -2.9%; G9a block: 6.1%

Results for CCCN(CC(=O)Nc1cc(Cl)ccc1Cl)C(=O)c1ccccc1SCC(=O)N1CCCC1 ?
Pin1 inhibitor: 0.4%; BAZ2B inh: 0.7%; HP1b binding inh: 21.0%; Pol iota inh: -0.5%; JMJD2A Tudor: -15.5%; GLS inh: 5.4%; Tb PGK inh: inactive; G9a block: -4.3%

What do the screens show for `Cc1cc(Nc2ccccc2)nc(N2CCN(C(=O)c3ccc4c(c3)OCO4)CC2)n1`?
Pin1 inhibitor: -7.4%; BAZ2B inh: 15.3%; HP1b binding inh: 11.8%; Pol iota inh: 16.4%; JMJD2A Tudor: 5.5%; GLS inh: 2.0%; Tb PGK inh: -5.1%; G9a block: -4.5%[59 µM]

What do the screens show for `CCOc1cc(N2CCOCC2)c(OCC)cc1NC(=O)Cc1ccc(OC)c(OC)c1`?
Pin1 inhibitor: -0.9%; BAZ2B inh: inconclusive; HP1b binding inh: -10.4%; Pol iota inh: 19.5%; JMJD2A Tudor: inconclusive; GLS inh: 4.5%; BLM inh: -4.3%; Tb PGK inh: -2.2%; G9a block: 50.1µM*

How did CCOCCCn1cc(C(=O)c2cc(Br)ccc2O)cc(C#N)c1=O do in these assays?
Pin1 inhibitor: inconclusive; BAZ2B inh: 56.2µM*; HP1b binding inh: 27.4%; Pol iota inh: 67.6%[activator]; JMJD2A Tudor: -7.6%; GLS inh: 0.0%; BLM inh: 4.5%; Tb PGK inh: -1.3%; G9a block: -28.0%[59 µM]

Results for Cc1ccc2c(c1)C(=NC1CCCCC1)c1cc3ccccc3nc1-2 ?
Pin1 inhibitor: -0.1%; BAZ2B inh: 3.8%; HP1b binding inh: 35.6%; Pol iota inh: -6.8%; JMJD2A Tudor: -9.6%; GLS inh: -5.2%; BLM inh: -0.4%; Tb PGK inh: -10.0%; G9a block: 14.2%[59 µM]

How did COCCNC(=O)c1cn(C)c2ccc(S(=O)(=O)N(C)C3CCCCC3)cc2c1=O do in these assays?
Pin1 inhibitor: -0.5%; BAZ2B inh: 0.5%; HP1b binding inh: 39.9%[activator]; Pol iota inh: 39.9%[activator]; JMJD2A Tudor: -6.4%; GLS inh: -1.7%; BLM inh: -4.9%; Tb PGK inh: 4.2%; G9a block: -1.9%

Results for NC(=O)c1ccc(NC(=O)COC(=O)C2CC(=O)N(Cc3ccccc3)C2)cc1 (configuration not stated) ?
Pin1 inhibitor: -1.3%; BAZ2B inh: -20.0%; HP1b binding inh: 27.7%; Pol iota inh: 46.7%[activator]; JMJD2A Tudor: -14.1%; GLS inh: 2.2%; BLM inh: 4.1%; Tb PGK inh: -8.4%; G9a block: -21.1%

Bioassay records: PubChem, National Center for Advancing Translational Sciences (NCATS)

Some of the compounds tested; count on the stated rates, not on these rows.
